Assay outcomes as filed in PubChem BioAssay.
Vif-A3F inh: inhibitors of Vif-A3F interaction. HeLa A3F-eYFP + Vif (tagged APOBEC3F with the HIV-1 protein that degrades it), YFP fluorescence increase. 390,000 compounds, 0.2% hits. Potency, µM (titrated, usually from 46.1 µM), for the others: at the top dose activity, negative = active; note: potency is the fitted concentration of half-maximal effect; % of control where 0% means no effect; nearly all actives have a fitted effect of over 65% in size
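Fluorescence increase (Ex 488/Em 500-530) after overnight compound treatment at 37 deg C flags inhibition of Vif-driven A3F-eYFP loss in stable HeLa A3F-eYFP/Vif cells seeded overnight beforehand.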
GRP78 ERSR act: induces the endoplasmic reticulum stress response in human glioma cells | 420,000 compounds, 0.02% hits | Potency, µM, inactives show top-dose activation, actives largely listed as activators | U87-MG GRP78 promoter luciferase reporter, 16 h | AID 602332; note: potency is the fitted concentration of half-maximal effect; series mostly up to about 76 µM; % of control where 0% means no effect; nearly all actives have a fitted effect of over 35% in size
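Stably transfected U87-MG glioma cells carrying a GRP78-based luciferase sensor; 16 h compound incubation. Luminescence end-point read 10 min after Bright-Glo addition at room temperature.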
Vif-A3G inh: inhibitors of Vif-APOBEC3G interaction; 410,000 compounds, 0.076% hits; Potency, µM (top dose mostly 46.1 µM), inactives show at the top dose activity, negative = active, usual class: inhibitors; AID 602310; HeLa A3G-eYFP + Vif (tagged APOBEC3G with the HIV-1 protein that degrades it), YFP fluorescence, overnight;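 note: potency is the fitted concentration of half-maximal effect; % is set by controls: 0 for no effect and ±100 for the full control effect; nearly all actives have a fitted effect of over 60% in size; hits raise eYFP signal because A3G escapes Vif-driven loss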
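Read-out is eYFP fluorescence (Ex 488/Em 500-530) from Vif-expressing HeLa A3G-eYFP cells; more signal means A3G escaped Vif-mediated degradation. Cells plated overnight, compound pinned in, incubated overnight at 37 deg C.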
IDH1 R132H inh: inhibitors of human mutant IDH1 R132H; AID 602179; Potency, µM (titrated, usually from 76.6 µM), without a hit: at the highest dose activity change, negative = inhibition, actives largely listed as inhibitors; 390,000 compounds, 0.093% hits; O75874; IDH1-R132H enzyme, NADPH consumption, diaphorase/resazurin fluorescence; note: potency is the fitted concentration of half-maximal effect; % is set by controls: 0 for no effect and ±100 for the full control effect; nearly all actives have a fitted effect of over 65% in size
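IDH1-R132H (0.5 ug/mL dispensed) in pH 7.5 Tris buffer was preincubated 30 min with compound, then given a substrate mix of 0.016 mM NADPH and 2 mM alpha-KG for 80 min at room temperature; remaining NADPH was read by diaphorase/resazurin fluorescence.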
LDHA inh: blocks human lactate dehydrogenase A; P00338; purified LDHA, NADH/diaphorase-resazurin fluorescence; active compounds read low; 480,000 compounds, 0.15% hits; activity change, % (values are at about 110 or 230 µM); AID 1347041; in the data active = activity change below about -30%; inconclusive = mostly about -25% to -30%;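 note: plate controls were DMSO wells for no effect and wells without enzyme for full effect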
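Enzyme activity of human lactate dehydrogenase 5 (2 nM; 0.06 mM NADH, 0.2 mM pyruvate, 5 min, RT) is measured via a resazurin/diaphorase fluorescence readout of residual NADH.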
USP1-UAF1 inh: blocks the human USP1/UAF1 deubiquitinase complex | recombinant USP1/UAF1, Ub-Rhodamine cleavage fluorescence | 390,000 compounds, 0.23% hits | AID 743255 | Potency, µM (series often up to 57.1 µM), for inactives: at the highest dose activity change, negative = inhibition, actives largely listed as inhibitors | O94782; note: potency is the fitted concentration of half-maximal effect; % is set by controls: 0 for no effect and ±100 for the full control effect; nearly all actives have a fitted effect of over 60% in size; inactives centre near -12
Target sequence (O94782 whole entry, looked up): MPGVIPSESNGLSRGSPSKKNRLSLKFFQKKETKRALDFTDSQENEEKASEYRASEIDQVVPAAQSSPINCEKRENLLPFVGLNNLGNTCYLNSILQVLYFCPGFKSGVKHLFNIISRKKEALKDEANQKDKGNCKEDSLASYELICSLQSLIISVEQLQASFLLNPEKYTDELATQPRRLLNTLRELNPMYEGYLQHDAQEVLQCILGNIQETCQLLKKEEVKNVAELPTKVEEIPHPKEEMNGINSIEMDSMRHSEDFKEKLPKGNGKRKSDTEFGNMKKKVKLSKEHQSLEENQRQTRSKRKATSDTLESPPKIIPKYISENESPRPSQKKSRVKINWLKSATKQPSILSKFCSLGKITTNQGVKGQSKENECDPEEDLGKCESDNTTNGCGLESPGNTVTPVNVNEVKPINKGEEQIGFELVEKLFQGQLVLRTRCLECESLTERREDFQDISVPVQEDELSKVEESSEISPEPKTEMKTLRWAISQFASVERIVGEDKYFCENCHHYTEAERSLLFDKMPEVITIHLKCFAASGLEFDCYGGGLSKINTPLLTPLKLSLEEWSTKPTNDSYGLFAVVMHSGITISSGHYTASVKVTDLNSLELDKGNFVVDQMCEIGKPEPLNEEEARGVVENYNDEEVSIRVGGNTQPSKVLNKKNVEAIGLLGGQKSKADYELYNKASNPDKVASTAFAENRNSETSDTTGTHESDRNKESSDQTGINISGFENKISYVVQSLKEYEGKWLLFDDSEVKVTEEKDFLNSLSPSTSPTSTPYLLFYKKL
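USP1/UAF1 complex at 1 nM was preincubated with compound for 15 min at room temperature, then Ub-Rho substrate (150nM final) was added. Fluorescence (480/540 nm) was read kinetically, 6 reads every 60 seconds.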
TrxR1 substrate: rat thioredoxin reductase 1 substrate activity; O89049; purified TrxR1 substrate turnover, NADPH consumption readout; Potency, µM (titrated, usually from 114 µM), for the others: at the highest dose activity change, negative = substrate turnover; 390,000 compounds, 0.01% hits; AID 588456; note: potency is the fitted concentration of half-maximal effect; % is set by controls: 0 for no effect and ±100 for the full control effect; nearly all actives have a fitted effect of over 50% in size
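Rat TrxR1, dispensed at 90 nM, was prereduced with 400 uM NADPH (final) for 5 min at ~22 deg C, then incubated with compound 15 min before 400 uM selenite. A first-read NADPH fluorescence drop versus no-compound background flagged substrates.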
RXFP1 ag: agonists of human relaxin receptor RXFP1 | Q9HBX9 | HEK293T-RXFP1 cAMP TR-FRET, 30 min; response scale: percent of porcine relaxin response, buffer zero | Potency, µM (titrated, usually from 57.5 µM), for the others: at the highest dose activation, usual class: activators | 370,000 compounds, 0.3% hits; note: potency is the fitted concentration of half-maximal effect; % is set by controls: 0 for no effect and ±100 for the full control effect; nearly all actives have a fitted effect of over 60% in size; many of its hits are not listed in these tables
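HEK293T cells stably expressing RXFP1 were pretreated with the PDE4 inhibitor Ro 20174, exposed to compounds for 30 min at 37C, lysed, and cAMP was read by TR-FRET. Data normalized to buffer (basal) and 29 nM porcine relaxin (100%).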
PI4K2A block: PI4K2A (human) kinase inhibition | purified PI4K2A, ADP-Glo luminescence, 1 h; active compounds read low | 420,000 compounds, 0.13% hits | activity change, negative = inhibition, % at 76.9 µM | Q9BTU6; in the data active = activity change below about -50%; inconclusive = mostly about -30% to -49%;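 note: -100% = wells without enzyme as full effect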
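Compounds are screened against recombinant PI4K2A using PI as substrate and ATP, the latter dispensed at 300 microM. Reactions run one hour at ambient temperature before ADP-Glo detection; full inhibition defined by wells lacking enzyme.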
An asterisk follows results filed as active; u = inconclusive; x = not tested or not shown; & = joins results of further samples; [ ] = dose if it differs, or a comment. Unless noted, calls come from the whole dose curve; as a rule, active = well fitted curve in the direction sought with a large enough effect; inconclusive = small, poorly fitted or top-dose-only effect, or another doubt; inactive = no such curve, though single readings can be large; an effect the other way counts as inactive or inconclusive. The list is partial, so the mix of outcomes need not match the whole.

smiles	Vif-A3F inh	GRP78 ERSR act	Vif-A3G inh	IDH1 R132H inh	LDHA inh	USP1-UAF1 inh	TrxR1 substrate	RXFP1 ag	PI4K2A block
COc1cc(C(=O)OCC(C)=O)cc(NC(=O)c2ccco2)c1OC	-2%	1%	3%	2%	0	-1%	-8%	-0.6%	3
O=C(CCC(=O)N1CCCC1)N1CCCC1	-5%	-2%	4%	-9%	-2	-22%	-3%	-2.0%	-1
CC1=CCn2c(=O)c3ccccc3c(=O)n2C1	6%	-2%	-10%	0%	-8	-12%	-6%[57.1 µM]	5.2%	1
Cc1nnc(SCC(=O)NC2CCCCC2C)s1 (stereo not drawn)	-25%	-2%	2%	6%	-1	-25%	5%	-3.1%	-1
O=C(NCc1ccccc1)C1=C[C@@H](c2ccccc2)C[C@@H](OCc2ccc(CO)cc2)O1	-9%	1%	-8%	7%	7	-29%	6%	-0.1%	1
Cc1ccc(N(CC(=O)N2CCOCC2)S(=O)(=O)c2ccccc2)cc1	2%	-4%	1%	6%	-4	-13%	-3%	-1.7%	2
Cc1nc2scc(C)n2c(=O)c1S(=O)(=O)NCC1CCN(Cc2ccc(F)cc2)CC1	-5%	-5%	-1%	-1%	-1	-15%	22%	14%	0
COc1ccc(Cc2noc(COc3ccc(Cl)cc3)n2)cc1	2%	-3%	2%	3%	3	u	-8%	2.3%	-4
CCN(CC)C(=O)CSc1nc2cc3c(cc2c(=O)n1CCCCCC(=O)NCc1ccc(OC)cc1)OCO3	-1%&7%	-5%&0%	-2%&-1%	9%&-5%	-1&-1	-20%&-10%	3%&-1%[57.1 µM]	3.2%&1.3%	-4&3
CCC(C(=O)NCCc1ccco1)n1nc(C)c2c(C)n(-c3ccccc3)nc2c1=O (stereo not drawn)	6%	-2%	-1%	-4%	-10	-24%	6%[57.1 µM]	1.6%	-1

Full records as entered above. Screens in order: Vif-A3F inh, GRP78 ERSR act, Vif-A3G inh, IDH1 R132H inh, LDHA inh, USP1-UAF1 inh, TrxR1 substrate, RXFP1 ag, PI4K2A block
Profile of `COc1cc(C(=O)OCC(C)=O)cc(NC(=O)c2ccco2)c1OC` → -2%, 1%, 3%, 2%, 0, -1%, -8%, -0.6%, 3
Profile of `CCN(CC)C(=O)CSc1nc2cc3c(cc2c(=O)n1CCCCCC(=O)NCc1ccc(OC)cc1)OCO3` → -1%&7%, -5%&0%, -2%&-1%, 9%&-5%, -1&-1, -20%&-10%, 3%&-1%[57.1 µM], 3.2%&1.3%, -4&3

Continued:
smiles	Vif-A3F inh	GRP78 ERSR act	Vif-A3G inh	IDH1 R132H inh	LDHA inh	USP1-UAF1 inh	TrxR1 substrate	RXFP1 ag	PI4K2A block
O=C(CCN1C(=O)C2CCCCC2C1=O)N1CCN(S(=O)(=O)c2cccc(F)c2)CC1 (stereo not drawn)	-29%	-3%	-1%	0%	-3	-20%	-5%	-0.6%	5
CCC(=O)N1CCN(c2ccc(NC(=O)c3ccco3)cc2)CC1	-3%	0%	-3%	1%	-7	-7%	3%[57.1 µM]	-1.8%	-5
Cc1cccn2c(=S)[nH]nc12	-16%	-4%	0%	3%	-1	-20%	14%[57.1 µM]	x	-2
COc1ccc(-c2noc(C3CCCN(S(=O)(=O)c4cccc(Cl)c4)C3)n2)cc1OC (stereo not drawn)	0%	-3%	2%	7%	-2	-20%	7%	0.8%	-6
COc1cc(C2NC(=O)C(C#N)=C(S)N2c2ccc(C)cc2)ccc1OC(C)C (stereo not drawn)	-3%	-10%	2%	2%	-6	-18%	-8%	0.2%	-17
COc1cccc(OC)c1OCc1cc(C2C3CCCC=C3C(C#N)=C(N)C2(C#N)C#N)c(C)cc1C (stereo not drawn)	-3%	0%	-18%	u	12	-11%	-3%[57.1 µM]	-0.3%	2
CCc1ccccc1NC(=O)c1nnn(CC(=O)Nc2cccc(C)c2)c1N	-1%	-8%	-1%	2%	-5	-4%	-2%[57.1 µM]	6.3%	0
CCS(=O)(=O)c1ccc(O)c(NC(=O)Nc2ccccc2)c1	-5%	0%	2%	3%	-5	-5%	4%	0.1%	6
CC(=O)N1c2ccccc2C(=O)C1N1CCN(c2cccc(C(F)(F)F)c2)CC1 (stereo not drawn)	-1%	-4%	-3%	-9%	3	-21%	-5%[57.1 µM]	4.1%	-3
CCC(=O)N(Cc1ccccc1)c1ccccn1	-4%	-6%	-1%	0%	2	-17%	1%	0.4%	1
CC(Nc1nc(Cl)nc2nc[nH]c12)c1ccccc1 (stereo not drawn)	x	-5%	2%	x	-5	x	-2%	x	x
COc1cc(/C=N/NC(=O)c2ccc(N3CCCC3=O)cc2)ccc1O	7%	-3%	-20%	0%	-5	-11%	-16%	0.1%	-2
COCCN(C(=O)c1ccc(-c2ccc(Cl)cc2)o1)c1c(N)n(CC(C)C)c(=O)[nH]c1=O	-1%	2%	-5%	0%	-9	-14%	-11%	0.1%	4
CCC(c1nnnn1C(C)(C)C)N(Cc1ccco1)Cc1cc2cccc(C)c2[nH]c1=O (stereo not drawn)	0%	-5%	1%	-1%	-4	-20%	-7%	0.9%	-11
CCOc1ccc(OCc2cccc(C(=O)N3CCOCC3)c2)cc1	2%	-12%	0%	13%	1	-18%	2%	1.9%	-16
CC(=O)Nc1nonc1NC(=O)CSc1nc2ccccc2o1	-13%	0%	2%	8%	-1	-7%	2%	4.5%	-2
Cc1cccc(C(O)C(O)c2cccc(C)n2)n1 (stereo not drawn)	0%	-2%	3%	-9%	0	2%	8%[57.1 µM]	x	2
O=C(CCN1C(=O)c2ccccc2C1=O)Nc1ccccn1	-8%	-2%	2%	7%	2	-16%	-3%	0.2%	4
Cc1ccc(S(=O)(=O)N2CCN=C2SCc2ccccc2)cc1	-10%	2%	10%	15%	-2	-20%	-4%	-0.2%	2
Cc1cnc([N+](=O)[O-])n1CCOC(=O)NC(=O)c1ccccc1Cl	6%	1%	-1%	8%	-4	-8%	9%[57.1 µM]	0.1%	0
Cc1ccc(-n2nc(CO)c(C(=O)NCC(c3ccccc3)c3ccccc3)n2)cc1	2%	-3%	1%	2%	-14	-22%	15%	-0.8%	0
CC(C(=O)NC1CCCC1)N(C(=O)CS(=O)CC(=O)Nc1ccc(F)cc1)c1ccc2c(c1)OCCO2 (stereo not drawn)	-6%	-4%	-1%	16%	-6	-8%	1%	0.5%	-4
Cc1cc(Br)cn2c(CC(C)(C)C)c(-c3cccc(Cl)c3)nc12	x	-3%	-5%	x	-1	x	x	x	-5
O=C(NCCCO)c1ccc2nc(-c3ccco3)c(-c3ccco3)nc2c1	-7%	-3%&-5%	3%&-4%	17%	10&35	u	-9%&5%	15%	-5
Cc1nnc(SCC(=O)NNC(=O)COc2ccc(Cl)cc2)s1	5%	-4%	-11%	-5%	-6	-12%	5%	0.1%	11
O=c1cc(-c2ccccc2)c2cc(Cl)ccc2[nH]1	0%	-5%	2%	0%	-3	-10%	-1%	u	3
Cc1cc(C)cc(OCC(=O)Nc2ccc3c(c2)C(=O)c2ccccc2C3=O)c1	1%	-7%	-9%	6%	-2	-1%	8%[57.1 µM]	13%	-1
CCc1nc2ccc(C(=O)Nc3cccc(OCC(=O)N(C)C)c3)cn2c1N(C=O)Cc1ccc(OC)cc1	x	0%	-1%	x	-1	x	x	x	0
COc1ccc(-n2cc(-c3ccc4c(c3)OCO4)n(CC(=O)Nc3cc(Cl)ccc3C)c2=O)cc1	4%	3%	u	29%	6	0%	1%	2.1%	3
O=C(c1cn(CC(=O)N2CCCC2)c2ccccc12)C1CCCCC1	-1%	-4%	4%	-5%	-2	-19%	-3%[57.1 µM]	2.0%	0
c1ccc(-c2noc(CN3CCN(c4ccccc4)CC3)n2)cc1	0%	1%	2%	2%	0	-24%	4%[57.1 µM]	0.1%	0
COc1ccc(CC(=O)NNS(=O)(=O)c2ccccc2[N+](=O)[O-])cc1OC	9%	-5%	0%	-1%	0	-17%	2%[0.0914 µM]	-4.9%	0
Cc1nnc(SCC2=C(C(=O)O)N3C(=O)C(NC(=O)COc4ccccc4)C3SC2)s1 (stereo not drawn)	4%	1%	0%	-3%	-9	-5%	0%[57.1 µM]	-0.1%	-5
O=C(NCc1ccccc1F)C1CCCN1C(=O)Nc1cccc(F)c1 (stereo not drawn)	-11%	-1%	0%	-9%	-7	2%	1%	0.2%	-2
O=C1CCCC/C=C\C[C@H](CC(=O)N(CCO)Cc2ccccc2)C(=O)NC[C@H](c2ccccc2)O1	0%	-4%	4%	-10%	-14	-4%	-2%	x	0
CN(CC(O)CN1CCOCC1)S(=O)(=O)O (stereo not drawn)	6%&-1%	-1%&-6%	1%&-4%	-1%&-1%	1&-18	-22%&-8%	2%	0.2%&-0.1%	0&1
O=C(CSc1ncc(CO)n1Cc1ccc(F)cc1)NCc1ccco1	2%	-4%	-2%	3%	7&1	-34%	1%[57.1 µM]	0.9%	-1
Cc1ccccc1C(=O)NCCc1csc(-c2ccc(C(F)(F)F)cc2)n1	0%	-1%	3%	8%	-6	8%	7%[57.1 µM]	0.8%	0
Cc1cc(=O)n2nc(N3CCCC3C(=O)NCc3ccccn3)sc2n1 (stereo not drawn)	-9%	-5%	1%	-9%	-1	-5%	3%	5.1%	0
COc1cccc(-n2nnnc2SCC(=O)N2CCCc3ccccc32)c1	-4%	-2%	-2%	2%	-1	-5%	-6%[57.1 µM]	3.4%	1
COc1cccc(OCc2cc(C(=O)NCc3ccc4c(c3)OCO4)no2)c1	11%	6%	-2%	2%	-2	-26%	-5%	2.3%	3
